Apaf-1 inh – blocks human Apaf-1 apoptosome activity. inhibition, % at 20 µM. reconstituted apoptosome caspase-3 activity, DEVD-Rh110 fluorescence. AID 489030. hit rate 0.71% among 330,000. O14727; active = inhibition of at least 40% at 20 µM;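 also: plate controls were DMSO wells for no effect and DEVD-CHO caspase inhibitor wells for full effect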
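System – cell-free apoptosome with Apaf-1, procaspase-3 and caspase-9 · Buffer or medium – pH 7.5 Hepes buffer with CHAPS, BSA, DTT · Also added – cytochrome c with DEVD-Rh110 · Times – 30 min compound preincubation, 50 min activation, room temperature · Technique – Rh110 fluorescence intensity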
APOBEC3G inh – inhibitors of human APOBEC3G DNA deaminase; Q9HC16; recombinant A3G, ssDNA deamination FAM/TAMRA fluorescence; inhibition, % at 20 µM; hit rate 0.28% among 330,000;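 active = inhibition of at least 40% at 20 µM, with no more than 30% in the related APOBEC3A deaminase screen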;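 also: plate controls were DMSO wells with A3G for no effect and wells lacking A3G enzyme for full effect; some compounds called inactive have numbers as strong as hits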
Target sequence (Q9HC16 whole entry, looked up): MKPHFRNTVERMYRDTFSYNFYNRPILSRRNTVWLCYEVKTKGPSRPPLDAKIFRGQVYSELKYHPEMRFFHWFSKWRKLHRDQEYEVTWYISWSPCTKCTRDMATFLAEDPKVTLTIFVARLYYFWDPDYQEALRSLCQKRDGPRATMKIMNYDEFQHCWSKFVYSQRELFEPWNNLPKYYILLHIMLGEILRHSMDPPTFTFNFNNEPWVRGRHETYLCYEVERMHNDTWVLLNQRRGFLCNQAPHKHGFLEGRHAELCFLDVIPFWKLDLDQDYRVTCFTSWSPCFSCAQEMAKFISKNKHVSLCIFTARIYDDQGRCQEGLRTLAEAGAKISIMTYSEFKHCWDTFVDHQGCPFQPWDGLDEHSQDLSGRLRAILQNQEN
SENP8 block-1 – SENP8 protease inhibition. Q96LD8. hit rate 1.2% among 330,000. AID 2540. inhibition, % at 10 µM. purified SENP8, Z-RLRGG-aminoluciferin cleavage, luminescence; in the data active = inhibition above about 50%
SENP7 block – blocks the human protease SENP7 | Q9BQF6 | recombinant SENP7, Z-RLRGG-aminoluciferin luminescence, 40 min | inhibition, % at 5 µM | hit rate 1.5% among 330,000 | AID 434973;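 active = inhibition above about 50% at the single test dose, limit read from the data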;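 also: plate controls were DMSO with enzyme for no effect and no enzyme buffer wells for full effect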
Target sequence (Q9BQF6 706-1050 limits assumed): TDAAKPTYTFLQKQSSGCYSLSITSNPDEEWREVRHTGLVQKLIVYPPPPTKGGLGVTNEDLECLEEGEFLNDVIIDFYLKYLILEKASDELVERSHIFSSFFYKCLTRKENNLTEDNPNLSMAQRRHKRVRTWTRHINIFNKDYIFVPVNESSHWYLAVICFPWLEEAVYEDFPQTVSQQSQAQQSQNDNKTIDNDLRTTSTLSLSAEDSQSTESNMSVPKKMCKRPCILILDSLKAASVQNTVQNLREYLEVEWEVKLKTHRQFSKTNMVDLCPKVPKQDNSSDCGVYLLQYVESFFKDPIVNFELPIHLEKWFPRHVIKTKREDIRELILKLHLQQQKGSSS
SENP8 block-2 – SENP8 (human) protease inhibition | Q96LD8 | inhibition, % at 20 µM | AID 602440 | hit rate 0.64% among 360,000 | recombinant SENP8, Nedd8 substrate fluorescence; in the data active = inhibition mostly above about 40%, no sharp cut-off; inactive = mostly below about 27%
SENP6 inh – inhibitors of human SENP6 protease. Q9GZR1. Recombinant SENP6 catalytic domain, aminoluciferin luminescence. inhibition, % at 10 µM. hit rate 1.8% among 330,000;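 active = inhibition above about 50% at the single tested dose, limit read from the data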;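 also: plate controls were DMSO wells with enzyme for no effect and DMSO wells lacking enzyme for full effect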
UBC13 polyUb – blocks human UBC13 polyubiquitin chain formation | P61088 | TR-FRET | inhibition, % at 20 µM | hit rate 0.47% among 330,000; in the data active = inhibition above about 45%, passing the limit was not always enough
Target sequence (P61088 whole entry, looked up): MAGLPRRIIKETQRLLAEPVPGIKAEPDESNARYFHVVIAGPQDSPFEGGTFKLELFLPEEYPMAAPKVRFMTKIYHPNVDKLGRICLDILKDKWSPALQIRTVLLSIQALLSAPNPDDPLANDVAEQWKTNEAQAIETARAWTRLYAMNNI
SENP1 inh – inhibitors of human SENP1 SUMO protease catalytic domain; inhibition, % at 10 µM; recombinant SENP1 catalytic domain, CyPet-SUMO1-YPet FRET cleavage; Q9P0U3; hit rate 0.21% among 360,000;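 active = inhibition at least 30% at 10 µM, raw YFP signal under a set limit, fluorescence ratio 0.5 to 1.5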;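 also: 0% = enzyme with DMSO and 100% = no enzyme wells; some results filed as inactive read as strong as hits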
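Test system: hSENP1 catalytic domain, recombinant; Amount: 20 pM final SENP1 enzyme; Medium: Tris pH 8 buffer plus EDTA, NaCl, BME, BSA, NP40, catalase; Schedule: 50 min enzyme reaction, room temperature, light-protected; Technique: FRET fluorescence in CFP and YFP emission channels; Controls: no-enzyme wells low, DMSO-plus-enzyme wells high control.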
* hit, by the source's call; i = inactive; / = no result given.

SMILES	Apaf-1 inh	APOBEC3G inh	SENP8 block-1	SENP7 block	SENP8 block-2	SENP6 inh	UBC13 polyUb	SENP1 inh
O=C(NCc1ccco1)/C(=C/c1ccc(C(F)(F)F)cc1)c1nc2ccccc2[nH]1	-2	-4	8	-7	-390	5	-3	-66
Nc1cc(=O)[nH]c(=O)n1CC1CC1	-1	-12	5	-2	15	-1	6	0
COc1ccc(S(=O)(=O)NCCC(=O)NCc2cccs2)cc1	-14	-5	4	-1	16	-4	13	-2
Cc1cccc(NC(=O)CCNC(=O)c2ccc(Br)cc2)c1	5	-7	-11	6	8	22	-4	2
COc1ccc(OC)c(Nc2cc(C)c3ccccc3n2)c1	1	-12	-5	4	-414	8	20	-3
O=C(CSc1ccc(-c2ccccn2)nn1)NCc1ccccc1	-22	-14	2	-4	2	-9	2	0
Cc1nn(CC(=O)NCc2cccnc2)c(=O)c2ccccc12	4	-7	-15	-13	24	-29	-3	-2
CC1CCN(CC(O)COC2CC(C)CC(C)(C)C2)CC1 (stereo unspecified)	-18	-11	-8	-9	12	-22	5	-1
CCCN(C(=O)C1CSC2(C)CCC(=O)N12)c1c(N)n(Cc2ccccc2)c(=O)[nH]c1=O (stereo unspecified)	2	0	-4	5	11	1	0	-1
CC(=O)n1cc(/C=N/NC(=O)c2sc(C)nc2C)c2ccccc21	3	0	-4	-4	-38	-16	29	-4
Cc1cc(C)n(C(=O)CN2C(=O)c3ccccc3C2=O)n1	-28	-3	-9	-17	10	-21	-1	2
O=C(Nc1sc2c(c1C(=O)O)CCC2)c1ccccc1Cl	15	-5	-13	-1	-29	17	-14	3
CC(=O)Nc1nc(-c2ccc(Cl)cc2)ns1	-1	-1	35	13	-7	55*	0	-11
CCOC(=O)Cc1csc(SCC(=O)c2c(N)n(CC(C)C)c(=O)n(C)c2=O)n1	12	-5	0	-2	25	6	6	3
COc1ccc(-c2nc(C#N)c(NCCc3ccccc3)o2)cc1OC	8	-9	57*	59*	i	72*	10	-1
N/N=c1\sc2ccccc2n1-c1ccccc1	4	2	12	4	30	6	2	-1
N=c1c2c(ncn1Cc1ccco1)Oc1c(ccc3ccccc13)C2c1ccccc1 (stereo unspecified)	20	-4	-13	-7	-41	-20	37	-14
O=C(O)c1cc(NC(=O)c2ccc3c(c2)C(=O)N(Cc2cccnc2)C3=O)cc(C(=O)O)c1	-6	-5	-6	-1	10	4	1	4
CCCCN1Cc2c(nc3cc(-c4ccco4)[nH]n3c2=O)C1=O	6	83	5	2	-405	-20	10	-38
Cc1nc(SCC(=O)Nc2c(C)n(C)n(-c3ccccc3)c2=O)n[nH]1	-3	-4	-2	3	25	15	1	2

Some entries already given, showing only UBC13 polyUb and SENP7 block:
molecule | UBC13 polyUb | SENP7 block
O=C(O)c1cc(NC(=O)c2ccc3c(c2)C(=O)N(Cc2cccnc2)C3=O)cc(C(=O)O)c1 | 1 | -1
O=C(CSc1ccc(-c2ccccn2)nn1)NCc1ccccc1 | 2 | -4

Nothing new here: entries from further up.
SMILES	Apaf-1 inh	APOBEC3G inh	SENP8 block-1	SENP7 block	SENP8 block-2	SENP6 inh	UBC13 polyUb	SENP1 inh
CC(=O)n1cc(/C=N/NC(=O)c2sc(C)nc2C)c2ccccc21	3	0	-4	-4	-38	-16	29	-4
Cc1cc(C)n(C(=O)CN2C(=O)c3ccccc3C2=O)n1	-28	-3	-9	-17	10	-21	-1	2
O=C(Nc1sc2c(c1C(=O)O)CCC2)c1ccccc1Cl	15	-5	-13	-1	-29	17	-14	3
CC(=O)Nc1nc(-c2ccc(Cl)cc2)ns1	-1	-1	35	13	-7	55*	0	-11
CCOC(=O)Cc1csc(SCC(=O)c2c(N)n(CC(C)C)c(=O)n(C)c2=O)n1	12	-5	0	-2	25	6	6	3
COc1ccc(-c2nc(C#N)c(NCCc3ccccc3)o2)cc1OC	8	-9	57*	59*	i	72*	10	-1

(further entries)
SMILES	Apaf-1 inh	APOBEC3G inh	SENP8 block-1	SENP7 block	SENP8 block-2	SENP6 inh	UBC13 polyUb	SENP1 inh
CCOc1ccccc1/C=N/n1c(COc2ccccc2)n[nH]c1=S	19	7	1	-6	22	-10	-5	3
CC(=O)N1N=C(c2ccc(Cl)cc2)OC12CCCC2	-10	-5	3	5	-441	-17	11	-3
COc1ccc(CCNC(=O)c2cccc(C(=O)NCCc3ccc(OC)cc3)n2)cc1	21	2	-5	0	11	-7	5	3
COc1ccc(CCNC(=O)Cn2nnc3ccccc3c2=O)cc1	8	0	-1	7	-10	1	0	-20
CC(=O)c1cc(CN2CCC(n3nccc3NC(=O)c3ccccc3Cl)CC2)cs1	-12	-4	-2	1	1	-2	1	1
Cc1oc2c(C)c(O)ccc2c(=O)c1-c1cnn(-c2ccccc2)c1	-4	-6	-3	-3	-107	-24	14	-9
Cc1ccc(C2/C=C\CC(NC(=O)OCC3c4ccccc4-c4ccccc43)CC(=O)N2Cc2ccccc2)cc1 (stereo unspecified)	28	-4	/	-8	13	/	/	2
Cc1nn(C2CCS(=O)(=O)C2)c(Cl)c1/C=C/C(=O)OCC(=O)Nc1ccc2c(c1)OCO2 (stereo unspecified)	-1	-8	6	3	12	-20	-2	1
COc1ccc(NC2CCCN(C(=O)CCc3cccc(F)c3)C2)cc1 (stereo unspecified)	4	-5	3	7	13	3	1	-3
O=C(CN1C(=O)C2C3C=CC(C3)C2C1=O)NCCc1ccccc1Cl (stereo unspecified)	-100	-6	0	1	22	-18	2	0
Cc1cnc(NC(=O)CSc2c(Cl)cccc2Cl)s1	-1	-5	-5	-6	11	8	1	1
O=C(Nc1ccccc1Cl)/C(Cl)=C(\Cl)S(=O)c1ccccc1 (stereo unspecified)	-8	-7	-2	6	16	-28	-7	-1
CC1CCN(C(=O)Cc2nn(C)c(=O)c3ccccc23)CC1	2	1	-5	-8	17	-28	-8	2
COc1ccc(C(=O)NCCc2cc3c(OC)ccc(OC)c3[nH]c2=O)cc1OC	10	1	-9	-7	-166	0	-12	2
CC(C)N=C1CC(C)(C)CC(=O)/C1=C(/O)CCCN1C(=O)c2ccccc2C1=O	-4	-7	-5	0	8	-12	-2	-1
Cc1nn(-c2ccccc2)c(C)c1/C=N\N1CCN(c2ccc(Cl)cc2)CC1	12	-8	-8	7	21	-12	-1	1
CCCCOc1cc(NCc2ccccc2)c2ncn(C(C)C)c2c1	61*	7	8	18	51*	-3	26	2
Cc1c(C(=O)NC(C)C)oc2c1-c1[nH]ncc1CC2	7	-9	-3	-1	-134	-15	-4	-10
Nc1c(Cl)ncnc1NCc1cccnc1	-8	-5	8	-3	11	26	2	-14
CCC[C@H](CN[C@@H](CNC)[C@H](C)O)NCCc1ccc(OC)cc1	-5	-9	-5	3	11	-7	11	2

SENP6 inh, what is marked active above
smiles,APOBEC3G inh,SENP7 block,SENP6 inh,UBC13 polyUb,SENP1 inh
CC(=O)Nc1nc(-c2ccc(Cl)cc2)ns1,-1,13,55*,0,-11
COc1ccc(-c2nc(C#N)c(NCCc3ccccc3)o2)cc1OC,-9,59*,72*,10,-1

(listing goes on)
SMILES	Apaf-1 inh	APOBEC3G inh	SENP8 block-1	SENP7 block	SENP8 block-2	SENP6 inh	UBC13 polyUb	SENP1 inh
Cc1ccsc1/C=C1/SC(N2CCOCC2)=NC1=O	11	-4	17	8	/	31	-21	/
Cn1c(C(=O)N2CCCC(C(=O)N3CCN(C(=O)c4ccco4)CC3)C2)cc2sccc21 (stereo unspecified)	0	1	1	2	18	9	8	-2
Cc1cc(C)nc(N(C#N)Cc2ccc(Cl)cc2)n1	7	-8	6	-2	18	-11	4	4
CCN(c1ccccc1)S(=O)(=O)c1ccc(C(=O)N(CCCN(C)C)c2nc3cc4c(cc3s2)OCO4)cc1	38	24	-3	1	8	-4	18	-1
CCC(=O)OC1(C)C(=O)C2=COC(c3ccc(OC)cc3)=CC2=C(Br)C1=O (stereo unspecified)	22	-2	3	14	-75	0	-30	-29
O=C(O)Cc1csc(-c2ccc(F)cc2)n1	-17	-11	0	-1	9	-15	6	2
O=C(NCCc1ccccn1)c1cc(C(=O)C2CCCCC2)c[nH]1	-2	-7	2	7	12	9	2	3
COC(=O)Cc1ccc(NC(=S)NCc2ccco2)cc1	7	-4	-9	1	-35	-26	-7	-20
CCOc1cc(NC(=S)Nc2cccc(OC)c2)c(OCC)cc1NC(=O)c1ccc(C)cc1	14	-7	-4	-9	14	-10	-17	-4
Cc1ccc(-c2csc(N/N=C/c3ccco3)n2)c(C)c1	4	-4	-7	2	-33	-6	-10	-9
CCN(CC)C(CNC(=O)CSc1nnnn1-c1ccc(C)c(C)c1)c1ccco1 (stereo unspecified)	13	-6	-6	6	-4	-3	-12	-5
CN(c1ccc(C(=O)NCc2ccncc2)cc1)S(C)(=O)=O	-4	-2	11	-5	12	12	4	2
Cc1cc(C)n2nc(CCc3ccccc3)nc2n1	-10	-4	2	-1	11	0	7	1
O=C1CC(c2cc(F)ccc2F)c2cc3c(cc2N1)CCC3 (stereo unspecified)	6	-3	7	1	10	9	3	3
CN1C(=O)C(=O)/C(=C(/O)c2ccc(Br)cc2)C1c1ccc(Cl)cc1 (stereo unspecified)	7	-3	3	9	-20	0	-4	0
COc1ccccc1NC(=O)/C=C/C(N)=O	-12	2	1	2	4	8	3	3
COc1ccc(N(CC(=O)Nc2ccccc2C(=O)NCCc2ccccc2)S(C)(=O)=O)cc1OC	-13	-4	3	-3	9	-10	11	1
O=C(COC(=O)c1ccncc1)NC(=O)C1CCCCC1	0	-1	0	10	-24	3	3	-5
C=CCNC(=O)C1CC(=O)N(c2ccc(Br)cc2)C1 (stereo unspecified)	-3	-6	-1	10	14	-11	-2	2
Cc1ccc(NC(=O)COC(=O)C2C3CC4OC(=O)C2C4C3)cc1 (stereo unspecified)	4	-10	2	-5	4	-19	0	1
Cc1ccc2oc(C(=O)N(C)Cc3cnccn3)c(C)c2c1	14	17	5	3	6	3	-1	1
Cn1cnc2c1c(=O)n(Cc1ccccc1)c(=O)n2C	10	-3	-2	-7	3	-16	12	2
CC1CN(S(=O)(=O)c2ccccc2)CN1C(=O)N1CCOCC1 (stereo unspecified)	2	-13	-1	1	2	11	5	1
